# Screening data (PubChem BioAssay)
# CCHF vOTU inh = blocks the CCHF virus ovarian tumor domain protease; CCHFV vOTU protease, Pep-AMC fluorescence; inhibition, % at 11.5 µM; hit rate 0.55% among 370,000; in the data active = inhibition above about 30%; also: 0% = vehicle wells with enzyme and 100% = no enzyme wells
# PfHsp40 rescue = restores yeast growth despite PfHsp40 toxicity; S. cerevisiae expressing PfHsp40, growth rescue, ATP luminescence; growth rescue, % at 12.5 µM; hit rate 0.68% among 340,000; AID 504582; in the data active = growth rescue above about 28%, passing the limit was not always enough; inconclusive = no clear call, values can overlap the other calls;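 also: yeast W303a lacking pdr1 and pdr3 grown in galactose medium; growth measured after three days at 30 °C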
# TcdB inh = TcdB glycohydrolase inhibition; P18177; TcdB glycohydrolase enzymatic assay, plate reader; inhibition, % at 9.99 µM; hit rate 0.24% among 350,000; in the data active = inhibition above about 10%
# BoNT-A LC inh2 = inhibitors of Botulinum neurotoxin A light chain protease; multiplex microsphere protease substrate cleavage, flow cytometry; inhibition, % at 10 µM; hit rate 0.17% among 360,000; AID 588499; also: plate controls were buffer without enzyme for full effect and enzyme alone for no effect
# Y pestis TopoI = Y. pestis Topo-I inhibition via cleavage products | Y. pestis Topo-I cleavage product accumulation, plate reader | activity, % at 10 µM | hit rate 0.064% among 360,000 | AID 504884; in the data active = activity above about 50%, passing the limit was not always enough; inconclusive = no clear call, values can overlap the other calls; also: inactives centre near 2
# Anthrax LF inh2 = blocks Bacillus anthracis lethal factor protease | AID 588501 | hit rate 0.12% among 360,000 | multiplex microsphere protease cleavage assay, LF | inhibition, % at 10 µM; also: plate controls were buffer without enzyme for full effect and enzyme alone for no effect
# Target sequence (P15917 whole entry, looked up): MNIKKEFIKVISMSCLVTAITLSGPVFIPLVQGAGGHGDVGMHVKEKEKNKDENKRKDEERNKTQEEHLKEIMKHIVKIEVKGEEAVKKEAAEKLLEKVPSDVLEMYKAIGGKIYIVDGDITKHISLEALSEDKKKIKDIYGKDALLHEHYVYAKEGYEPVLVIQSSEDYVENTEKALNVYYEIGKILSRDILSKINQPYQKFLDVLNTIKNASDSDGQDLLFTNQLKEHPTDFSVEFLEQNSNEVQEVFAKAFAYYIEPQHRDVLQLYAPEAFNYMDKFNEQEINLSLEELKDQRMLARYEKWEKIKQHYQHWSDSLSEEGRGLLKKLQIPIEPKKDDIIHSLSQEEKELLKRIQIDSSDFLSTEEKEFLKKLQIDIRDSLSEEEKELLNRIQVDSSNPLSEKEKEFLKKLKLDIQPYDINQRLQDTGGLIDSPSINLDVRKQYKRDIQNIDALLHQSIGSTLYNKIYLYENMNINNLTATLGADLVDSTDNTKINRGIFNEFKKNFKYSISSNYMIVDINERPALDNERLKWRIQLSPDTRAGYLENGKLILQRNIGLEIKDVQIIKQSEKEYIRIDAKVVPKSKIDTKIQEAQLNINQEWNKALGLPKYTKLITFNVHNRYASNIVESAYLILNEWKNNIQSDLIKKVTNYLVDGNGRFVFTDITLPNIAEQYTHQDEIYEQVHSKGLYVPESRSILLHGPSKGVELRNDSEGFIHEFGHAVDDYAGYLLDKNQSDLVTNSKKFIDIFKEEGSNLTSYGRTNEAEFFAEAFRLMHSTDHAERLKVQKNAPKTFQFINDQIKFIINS
# BoNT F protease = inhibitors of Botulinum neurotoxin F light chain protease | Multiplex microsphere protease cleavage assay, flow cytometry | inhibition, % at 10 µM | hit rate 0.22% among 360,000 | AID 588497; in the data active = inhibition above about 35%, passing the limit was not always enough; inconclusive = no clear call, values can overlap the other calls; also: plate controls were buffer without enzyme for full effect and enzyme alone for no effect
# FadD28 FP inh = M. tuberculosis FadD28 bisubstrate binding inhibition | hit rate 0.22% among 360,000 | FadD28 bisubstrate probe binding, fluorescence polarization | inhibition, % at 12.5 µM; in the data active = inhibition above about 8.5%, passing the limit was not always enough; inconclusive = no clear call, values can overlap the other calls
# PrPC surface inh = cell surface PrPC inhibition, primary TR-FRET screen | P04156 | TR-FRET read-out | inhibition, % at 13.8 µM | hit rate 0.43% among 370,000 | AID 720596; in the data active = inhibition above about 24%; also: 0% = median of the test wells and 100% = reference compound wells
# The depositor's hits bear a star; ? = inconclusive; · = no result given. Rule as the data show it, unless noted: active = inhibition above about 30%; inconclusive = no clear call, values can overlap the other calls; inactive = below that.
SMILES,CCHF vOTU inh,PfHsp40 rescue,TcdB inh,BoNT-A LC inh2,Y pestis TopoI,Anthrax LF inh2,BoNT F protease,FadD28 FP inh,PrPC surface inh
CCO[C@H]1OC(C(=O)N2CCN(Cc3ccccc3)CC2)=C[C@@H](c2cn(C(C)=O)c3ccccc23)[C@@H]1CCCO,6,1.4,0.6,0.0,16,-10,5,-0.5,-3
CCCCNc1nc(-c2ccccc2)nc(-n2ccnc2)n1,1,-0.3,·,0.9,-3,-1,-1,0.1,-1
COc1ccccc1N1CCN(c2ccc3c(c2)S(=O)(=O)c2cccc(C(=O)NCc4ccc(F)cc4)c2C3=O)CC1,-1,·,0.4,0.6,21,-4,-5,-1.9,-1
COCCNC(=S)N1CCC(NC(=O)C23CC4CC(CC(C4)C2)C3)CC1,3,-0.4,-0.7,-0.3,-2,-4,-2,-2.0,-5
COc1cc(/C=N/Nc2nc(Nc3ccccc3)nc(N3CCOCC3)n2)ccc1OC(=O)c1ccco1,4,0.8,1.1,0.6,19,-1,-2,-6.5,-4
COc1ccc(/C=C2/SC(=S)N(n3c(C)ccc3C)C2=O)cc1,0,0.1,·,·,-5,·,·,-2.9,5
CCCCN1C(=O)C(CC(=O)NCCN2CCOCC2)CC(C(=O)N(C(C)C)C(C)C)=C1C (stereo not given),-3,·,0.1,0.0,-1,0,1,-3.4,4
N/C(=N\c1nc2c(c(=O)[nH]1)CCC2)Nc1ccccc1C(F)(F)F,-19,-0.1,2.1,-0.9,6,1,-12,-1.3,-3
COc1cc(OC)cc(-c2ncc3ccccn23)c1,11,0.3,-0.3,4.5,-5,6,-7,-3.0,4
CC12CCC(=O)N1C(C(=O)OCC(=O)Nc1ccc(S(N)(=O)=O)cc1)CS2 (stereo not given),-3,-0.3,·,0.2,-2,-2,1,-2.1,2
CSc1ncccc1C(=O)NCC(=O)Nc1ccc(F)c(F)c1,-1,0.1,0.8,6.1,11,4,10,0.5,4
O=C(CSc1nc2ccccc2c(=O)n1CCCN1CCOCC1)N1CCN(c2ccccc2)CC1,0,-2.1,-0.3,-0.2,37,-3,-9,-2.9,-12
CCOc1ccccc1/C=N/Nc1ccc(Cl)nn1,3,-0.3,1.0,-2.6,8,-8,-1,-2.3,-5
CC1=C(C(=O)OC2CCCC(C)C2)C(c2ccccc2)NC(=O)N1 (stereo not given),17,1.3,2.1,-0.5,6,4,12,-0.9,7
Cc1ccc(NC(=O)CSCC(=O)NCc2cccc(C(F)(F)F)c2)cc1,2,0.7,2.1,-2.2,-11,1,-13,-2.6,7
CCc1ccc(C(=O)COC(=O)CNC(=O)c2ccco2)cc1,-4,-1.3,·,0.4,8,3,-1,-3.4,-5
ONC(=Nc1ccccc1Cl)c1c(F)cccc1F,-12,-0.1,3.6,-1.4,4,-9,-5,0.7,-5
CN(C(=O)COC(=O)c1cc2ccccc2cc1O)c1ccccc1,1,0.5,0.6,-0.5,28,-9,-2,-3.2,-12
COc1ccccc1Oc1ncnc2c1cnn2-c1ccccc1,-8,?,0.6,-0.2,2,-2,-5,0.1,-6
Cc1oc(-c2ccccc2)nc1C(=O)O,-7,-0.3,0.9,1.8,-1,6,10,-0.4,-7
COc1ccc(N2C(=O)C3CCCN3C2c2ccc(F)cc2)cc1Cl (stereo not given),-4,-2.3,·,-0.5,-9,-2,5,-3.7,-3
CN(C)/C=C(\C#N)C(=O)Nc1ccc(F)cc1,8,0.2,·,0.0,4,-2,-3,0.8,4
O=C1CNC(=S)N1Cc1ccccc1Cl,2,0.4,1.1,-2.4,0,-8,2,-2.9,-12
CCCCNC(=O)C1c2ccccc2OCC(=O)N1CCc1ccccc1 (stereo not given),-1,·,-0.1,-0.6,·,-5,-11,·,-5
Cc1nc2ccc(Cl)cc2c(=O)n1-c1cccc(Cl)c1,6,-1.3,1.6,·,1,·,·,-1.3,-12
C/C(=N\Nc1nc(C)cc(-c2ccccc2)n1)c1ccccc1,3,1.0,1.3,0.1,-3,14,20,-1.3,-1
CCN(Cc1cccs1)C(=O)CN1CCN(S(=O)(=O)c2ccc3c(c2)OCCCO3)CC1,-2,-0.2,0.2,1.5,13,-2,-1,0.2,-2
COc1ccc(-n2c(C)cc(C(=O)CN3C(=O)C(=O)N(Cc4ccccc4)C3=O)c2C)cc1,-4,1.6,0.7,-1.9,29,-6,-1,-0.9,4
CCOC(=O)/C=C/C(=O)OCC(=O)Nc1cccc(Br)c1,-2,2.2,0.6,-0.2,0,4,6,1.7,5
CC(C)Oc1ccc(C(=O)N(CN2CCCC2=O)c2ccc(F)cc2)cc1,-7,-0.7,·,-1.7,-3,-3,1,-1.6,-1
COC(=O)C(NC(=O)c1ccco1)(Nc1cc(C)ccn1)C(F)(F)F (stereo not given),-5,-1.2,·,-0.2,7,-4,4,-1.1,9
CCN(CC)S(=O)(=O)c1ccc(OC)c(NC(=O)/C=C/c2ccco2)c1,4,-0.3,0.3,3.8,17,-4,35*,-0.3,0
C/C(=N\Nc1ccc(S(N)(=O)=O)cc1[N+](=O)[O-])c1ccccc1O,6,-0.1,1.2,-0.7,4,-8,-1,-1.5,-9
CC1(c2nnc(Cc3ccccc3)o2)CC(c2cccc(Cl)c2)=NO1 (stereo not given),-7,-0.3,-1.0,-0.6,13,-6,2,-4.2,-1
Nc1c(NC2CCCCC2)c2ccccc2oc1=O,-12,0.0,·,2.6,4,-1,2,-1.2,1
Cc1sc2ccccc2c1CNC[C@H]1O[C@@H](n2ccc(N)nc2=O)[C@H](O)[C@@H]1O,-5,·,-0.7,-0.4,1,-4,-8,1.5,9
CCOc1ccc2nc(NC(=O)C3=NNC(=O)CC3)sc2c1,6,-0.7,0.9,-1.4,-9,-3,-10,-2.3,13
O=C(Nc1ccc(CN2CCS(=O)(=O)CC2)cc1)c1ccccc1,-9,-0.6,-1.3,0.2,7,-1,-5,-2.0,0
Cc1cc(C(=O)NN=C(Cc2ccccc2)Cc2ccccc2)c(C)o1,2,-1.7,0.9,0.2,36,4,13,-0.6,-2
COc1ccc(-c2cc(C3CCN(c4ccc(C(C)=O)cc4[N+](=O)[O-])CC3)[nH]n2)cc1,5,7.0,·,-0.3,-8,-12,-1,-2.6,1
Cc1nc([N+](=O)[O-])c(SCC(N)=O)n1Cc1ccccc1,-7,-1.7,0.6,-0.1,3,0,0,-2.5,-1
Nc1cc(Cl)ccc1C(=O)OCC(=O)NC1CCCCCCC1,-2,0.8,0.1,-0.6,29,-4,0,-0.1,-2
CCn1c(SC(C)C)nnc1-c1cc(-c2ccccc2)sc1N,10,4.6,·,0.7,22,0,-6,-0.7,9
CSc1ccc(CN2CCCC(N3CCN(c4ccccc4)CC3)C2)cc1 (stereo not given),2,0.0,-7.6,-8.8,5,7,?,-1.1,2
COc1ccccc1NC(=S)Nc1cccc2cnccc12,21,-0.3,-0.3,-0.3,0,0,-8,0.7,-5
COc1ccc(NS(=O)(=O)c2cccc(C(=O)NNC(=O)c3ccc(O)c(Cl)c3)c2)cc1,12,1.0,1.5,0.5,0,-6,7,-4.0,-7
CC(=O)Nc1ccc(S(=O)(=O)NC(CC(=O)N(C)Cc2ccccc2)C(C)C)cc1 (stereo not given),3,-0.5,·,0.4,5,-2,8,-0.4,5
Cc1ccccc1NC(=O)CC1(c2ccc(N(C)C)cc2)C(=O)c2ccccc2C1=O,-6,-0.9,·,0.4,6,-2,7,-1.5,-3

# Gathered by group: those above containing a furan ring, fused or not
SMILES,CCHF vOTU inh,PfHsp40 rescue,TcdB inh,BoNT-A LC inh2,Y pestis TopoI,Anthrax LF inh2,BoNT F protease,FadD28 FP inh,PrPC surface inh
COc1cc(/C=N/Nc2nc(Nc3ccccc3)nc(N3CCOCC3)n2)ccc1OC(=O)c1ccco1,4,0.8,1.1,0.6,19,-1,-2,-6.5,-4
CCc1ccc(C(=O)COC(=O)CNC(=O)c2ccco2)cc1,-4,-1.3,·,0.4,8,3,-1,-3.4,-5
COC(=O)C(NC(=O)c1ccco1)(Nc1cc(C)ccn1)C(F)(F)F (stereo not given),-5,-1.2,·,-0.2,7,-4,4,-1.1,9
CCN(CC)S(=O)(=O)c1ccc(OC)c(NC(=O)/C=C/c2ccco2)c1,4,-0.3,0.3,3.8,17,-4,35*,-0.3,0
Cc1cc(C(=O)NN=C(Cc2ccccc2)Cc2ccccc2)c(C)o1,2,-1.7,0.9,0.2,36,4,13,-0.6,-2

# Next records
SMILES,CCHF vOTU inh,PfHsp40 rescue,TcdB inh,BoNT-A LC inh2,Y pestis TopoI,Anthrax LF inh2,BoNT F protease,FadD28 FP inh,PrPC surface inh
COc1ccc(NC2CCCN(C(=O)c3ccc4[nH]c(C)c(C)c4c3)C2)cc1OC (stereo not given),10,0.5,4.0,-1.7,4,-2,-8,-0.5,-8
CCc1ccc(CN(C)C(=O)c2cc(S(=O)(=O)N3CCN(CC)CC3)ccc2Cl)cc1,-3,0.7,-0.3,3.9,22,2,9,-4.5,-5
CC(=O)Nc1ccc(OC(=O)COc2ccc(Br)cc2)cc1,-8,0.9,1.5,0.1,0,2,-2,0.1,-3
COCC(=O)Nc1ccc2nc3n(c(=O)c2c1)CCCCC3,8,-0.8,1.5,0.4,8,0,-8,0.3,7
CCN(C(=O)CSc1nnc(Cn2nnc3ccccc32)o1)c1nc(C)cs1,8,-0.1,·,-0.5,1,-3,-14,-0.2,-8
COC(=O)CSc1nnc(-c2ccc(S(=O)(=O)N3CCCC3)cc2)n1C,8,-0.3,·,-0.5,11,4,-10,-0.3,-7
CCOc1ccccc1NC(=O)C(OC(=O)c1ccccc1O)c1ccccc1 (stereo not given),10,1.0,1.2,0.0,19,1,-5,-4.6,2
Cc1noc(NS(=O)(=O)c2ccc(N/C=C\C(=O)c3cccs3)cc2)c1C,4,0.8,-0.8,0.2,14,-5,-1,3.8,-5
O=c1[nH]c(=O)n(C2CCCO2)cc1Br (stereo not given),3,-2.1,·,-0.1,1,1,-2,-4.5,-1
Cc1ccc(C(=O)N/C(=C\c2cccs2)C(=O)NCCc2ccccn2)cc1C,0,-1.9,0.8,-1.2,5,3,-9,-0.1,0
Cc1ccc(C(=O)NNC(=O)c2ccc(Br)s2)cc1S(=O)(=O)N1CCOCC1,-3,-1.4,-2.2,-0.3,6,-3,-9,1.6,-2
c1ccc2cc3[nH]c(CN4CCCCC4)nc3cc2c1,4,1.4,1.2,-0.3,-7,1,-8,-3.1,-5
COc1ccc(CCNC(=O)COC(=O)C23CC4CC(CC(C4)C2)C3)cc1,-2,1.8,1.6,-0.5,-2,-1,1,-0.5,-6
Cc1ccc(OCC(=O)Nc2ccc(N3CCCC3)cc2)cc1C,22,1.4,·,-1.2,-9,-26,-68,-8.7,-2
CC(C(=O)N1CCCc2ccccc21)N1CCN(c2ccccn2)CC1 (stereo not given),5,1.0,1.1,-1.5,3,6,-10,0.1,-8
COc1ccc(OCCOCCN2CCOCC2)cc1,3,0.1,·,-0.8,0,2,-8,0.7,-2
CCCCn1c(N)c(N(CCOC)C(=O)CSc2ccc([N+](=O)[O-])cc2)c(=O)[nH]c1=O,3,-0.4,0.3,0.0,5,0,-15,-2.7,-21
COc1ccc(NC(=O)NNC(=O)c2ccc(-c3ccccc3)cc2)cc1,-7,-0.2,2.5,2.3,19,0,12,-3.0,13
Nc1ccccc1Sc1cc(Cl)nnc1Cl,-10,-1.3,-3.5,9.9,-1,-4,83*,-3.4,-3
CN(C)C(=O)c1coc2nc3ccccc3nc12,-183,-0.1,-0.6,?,-1,-3,?,1.8,-15
O=C(Nc1cc(C(F)(F)F)ccc1F)C1CCC1,-2,1.3,·,-0.5,-2,0,-4,-3.9,-2
O=C(NCc1ccccc1)c1ccc[n+]([O-])c1,2,-0.4,0.8,-1.8,5,3,-1,-2.1,-4
O=C(CN1CCN(C(=O)CNC(=O)c2ccc3c(c2)OCO3)CC1)Nc1ccccc1Cl,-1,-1.0,1.0,-1.4,0,-6,4,-1.7,1
Cc1[nH]c2ccc(C(=O)N3CCCCC3)cc2c1C,-8,-0.5,0.2,-0.8,6,-2,-2,0.6,8
COc1ccc(-c2n(-c3ccccn3)c3ccccc3[n+]2-c2ccccn2)cc1,5,-0.8,0.2,-1.0,3,-3,-4,-3.4,-5
Cc1ccc(N(CCC(=O)O)S(=O)(=O)c2ccc(C)cc2)cc1,2,0.6,·,-0.1,-3,0,-2,-5.5,-5
